PGC1a acetyl inh: PGC1a acetylation modulation, inhibitor mode; U2OS PGC1a acetylation, AlphaScreen anti-acetyl-lysine; with virally co-expressed GCN5 acetyltransferase; AID 651687; inhibition, % at 15.6 µM; 350,000 compounds, 0.17% hits;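 active = every replicate shows inhibition of at least 40%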;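 note: 0% = neutral control wells and 100% = positive control wells; some results beyond the cut were filed as inactive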
ERAP1 HTS inh: inhibitors of human ERAP1 aminopeptidase | Q9NZ08 | recombinant ERAP1, Leu-AMC fluorescence, 60 min | inhibition, % at 10.7 µM | 340,000 compounds, 0.15% hits | AID 652197;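 active = mean replicate inhibition of at least 30%, or all replicates individually reaching that 30% level; inactive = mean below 30% and not every replicate reaching it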;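 note: 0% = neutral control wells and 100% = L-leucinethiol positive control wells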
Cneo AK release: Cryptococcus neoformans lysis via adenylate kinase release; C. neoformans lysis, adenylate kinase release luminescence, 4 h; normalised: neutral wells 0, clomiphene wells 100; 360,000 compounds, 0.2% hits; AID 651654; lysis activity, % at 15 µM;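 active = mean lysis activity across replicates of at least 80%, whatever share of replicates individually reach that level; inactive = mean lysis activity below 80%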
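Material – log-phase Cryptococcus neoformans yeast cells · Input – 5 × 10^6 yeast cells/mL · Medium – fresh YPD growth medium · Doses – single compound concentration per well · Timing – static 4 h at 37 °C with compound, 1 h detection · Detection – adenylate kinase release luminescence · Read-out – signal increase indicating cell lysis · Control set – Clomiphene as positive lysis control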
RAD52 anneal inh: blocks human RAD52 DNA annealing; P43351; recombinant RAD52 DNA annealing, FRET fluorescence; inhibition, % at 18.7 µM; 360,000 compounds, 0.46% hits; AID 651710;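 active = every replicate showing at least 50% inhibition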
Target sequence (P43351 whole entry, looked up): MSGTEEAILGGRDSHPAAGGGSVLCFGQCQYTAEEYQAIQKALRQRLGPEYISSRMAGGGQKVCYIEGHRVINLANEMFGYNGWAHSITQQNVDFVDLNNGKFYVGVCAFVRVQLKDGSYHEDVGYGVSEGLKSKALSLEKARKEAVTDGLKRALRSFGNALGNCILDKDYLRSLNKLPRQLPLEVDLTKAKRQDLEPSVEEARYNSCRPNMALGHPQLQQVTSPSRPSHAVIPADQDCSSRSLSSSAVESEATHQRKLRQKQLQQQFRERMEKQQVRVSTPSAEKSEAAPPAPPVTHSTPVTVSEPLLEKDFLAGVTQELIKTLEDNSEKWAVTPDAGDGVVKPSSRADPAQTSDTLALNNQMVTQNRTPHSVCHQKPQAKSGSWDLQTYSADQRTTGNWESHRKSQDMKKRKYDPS
E-sel inducer: induces E-selectin expression in human endothelial cells; P16581; HUVEC E-selectin immunofluorescence imaging; normalized: neutral wells 0, TNF-alpha wells 100; activation, % at 7.58 µM; 260,000 compounds, 0.37% hits; AID 686992;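 active = mean E-selectin-positive cell signal at least 10% of the positive control, reached in at least 60% of replicates, without over 20% cell loss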;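 note: in these data hits start at about 27%; measured in HUVEC primary endothelial cells; signal is the percent of cells scored E-selectin positive by PE staining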
Target sequence (P16581 whole entry, looked up): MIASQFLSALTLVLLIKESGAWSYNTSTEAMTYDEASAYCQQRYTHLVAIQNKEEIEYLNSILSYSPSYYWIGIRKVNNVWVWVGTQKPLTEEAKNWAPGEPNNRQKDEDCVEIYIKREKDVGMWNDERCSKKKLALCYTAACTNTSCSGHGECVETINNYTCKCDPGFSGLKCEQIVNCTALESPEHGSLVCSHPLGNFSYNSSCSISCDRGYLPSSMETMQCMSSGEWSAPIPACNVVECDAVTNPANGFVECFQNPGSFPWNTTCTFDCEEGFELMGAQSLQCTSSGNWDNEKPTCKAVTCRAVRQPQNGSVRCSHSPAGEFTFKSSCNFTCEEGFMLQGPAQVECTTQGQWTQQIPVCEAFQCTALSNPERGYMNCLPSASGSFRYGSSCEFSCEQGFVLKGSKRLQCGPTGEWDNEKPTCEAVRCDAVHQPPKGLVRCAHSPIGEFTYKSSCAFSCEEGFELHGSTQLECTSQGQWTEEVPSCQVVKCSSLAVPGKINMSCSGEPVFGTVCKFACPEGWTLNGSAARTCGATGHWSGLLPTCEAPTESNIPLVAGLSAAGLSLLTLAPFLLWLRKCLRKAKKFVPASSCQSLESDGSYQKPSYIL
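assay system = HUVEC, human umbilical vein endothelial cells | input = 3,000 HUVEC seeded per well | medium = EGM-2 growth medium on 0.1% gelatin-coated wells | dosing = one compound dose added by pin transfer | signal = immunofluorescence imaging | read-out basis = % PE-positive cells | control set = TNF-alpha, DMSO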
miR122 inh: miR-122 inhibition in Huh7 cells; Huh7 miR-122 Renilla luciferase sensor, 48 h; neutral wells = 0, positive control = 100; activation (reporter increase), % at 12.5 µM; 340,000 compounds, 0.3% hits;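 active = mean replicate activation score at least 90 and every replicate individually at or above 90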;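 note: higher luciferase means less miR-122 activity so hits act as miR-122 inhibitors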
PglD DTNB: PglD (C. jejuni) enzyme inhibition. purified PglD enzyme, DTNB colorimetric CoA detection. inhibition, % at 12.5 µM. 360,000 compounds, 0.098% hits; in the data active = inhibition above about 16%, passing the limit was not always enough; note: strong numbers were not always called active
RAD54 branch: RAD54 (human) branch migration inhibition; Q92698; RAD54 Holliday junction branch migration, FAM/BHQ fluorescence; inhibition, % at 10.4 µM; 360,000 compounds, 0.14% hits; AID 602329;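 active = mean normalized replicate activity at least 40 and at least half of replicates scoring 40 or more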;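 note: 0% = median of neutral control wells and 100% = median of positive control wells; inhibitors cause a drop in the FAM fluorescence signal; in these data hits start at about 50%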
An asterisk follows results filed as active; x = not tested or not shown; [ ] = another dose, or the depositor's remark.

SMILES	PGC1a acetyl inh	ERAP1 HTS inh	Cneo AK release	RAD52 anneal inh	E-sel inducer	miR122 inh	PglD DTNB	RAD54 branch
O=C(COC(=O)CNC(=O)c1ccc(F)cc1)NC1CCCc2ccccc21 (configuration not stated)	4.2	0.1	0.9	-11.0	-1.0	-7.3	0.7	-0.7
CC1(C)Cc2nc(Cl)c(C(=O)O)cc2CO1	4.2	-3.4	3.1	-7.1	x	-0.1	0.8	-2.0
COc1ccc(C(=O)COC(=O)Cc2n[nH]c(=O)c3ccccc23)c(OC)c1	-0.7	-3.2	0.6	-4.2	1.5	-5.7	5.5	-2.5
Cc1ccc(S(=O)(=O)N(C)Cc2ccccc2)cc1C(=O)N1CCCCC1	-6.2	-6.0	0.7	-22.6	-0.1	1.6	-4.7	-1.7
CN(C)c1nc(N)c(C#N)c(C#N)c1C#N	1.6	4.0	x	-80.0	3.3	-8.7	x	x
Cc1cc(C(=O)N2CCC(C(N)=O)CC2)c(C)o1	x	-0.3	1.0	0.0	-0.2	x	2.1	-6.8
Cc1ccc(C(=O)N2CC(C)CC(C)C2)cc1S(=O)(=O)N1CCCCC1 (configuration not stated)	2.3	0.7	-0.6	1.0	1.2	28.4	-1.1	6.8
COc1ccc(S(=O)(=O)Nc2cccc3c2O[C@@H](CN(C)S(=O)(=O)c2ccccc2)[C@@H](C)CN([C@H](C)CO)C3=O)cc1	4.2	x	5.8	x	-0.3	36.6[16.7 µM]	-0.7	2.8
CCOC(=O)C1(C)CCN1C(=O)c1cc(-c2ccc(Cl)cc2)oc1C (configuration not stated)	5.3	-0.6	-0.8	10.6	-0.2	-3.2	7.8	3.9
CC1(C)CC(=O)C2=C(C1)OC(=O)CC2c1cccs1 (configuration not stated)	-1.8	0.9	-2.1	-33.4	0.6	5.5	5.9	-0.8
COc1ccccc1-n1c(SCC(=O)NC2CCCCC2)nc2c(c1=O)SCC2	-1.3	0.3	-0.7	-12.2	0.1	-3.4	-3.1	8.1
CCn1c(-c2cccs2)nc2ccccc21	9.6	x	6.7	x	x	0.4	2.5	1.5
Cc1ccc(S(=O)(=O)N(C)C[C@@H]2Oc3c(cccc3N(C)C)C(=O)N([C@@H](C)CO)C[C@H]2C)cc1	-8.3	-0.3	0.8	-5.0	0.2	-0.1[16.7 µM]	-5.5	2.8
Cc1cc2c(c(=O)n1CCN(C)C)C(c1ccncc1)C(C#N)=C(N)O2 (configuration not stated)	5.8	x	1.2	x	x	-6.7	5.2	-11.1
COc1ccccc1S(=O)(=O)N[C@@H]1CC[C@@H](CCNC(=O)C2CCC2)O[C@@H]1CO	8.7	5.1	-2.9	-1.3	0.3	x	2.3	1.4
CCCN1C[C@@H](C)[C@@H](OC)CN(C)C(=O)c2ccc(NC(=O)c3ccc(F)cc3)cc2OC[C@H]1C	-6.0	x	-3.9	x	0.0	0.2[16.7 µM]	-2.7	11.3
CCN(C(=O)CSc1nnc(C2CC2)n1-c1ccccc1)C1CCS(=O)(=O)C1 (configuration not stated)	7.1	-5.9	9.9	-32.5	-0.3	-4.3	-5.0	-8.7
S=C(/N=c1/sccn1Cc1ccccc1)NC1CC1	1.9	-1.5	5.9	-43.8	0.3	-3.2	-3.4	-5.8
O=[N+]([O-])c1cc(Br)ccc1C[n+]1ccccc1	x	-0.9	-0.1	-4.3	-0.1	-2.0	-5.3	-29.5
CC(NC(=O)CCCCCNC(=O)N1CCn2c1nc1ccccc12)c1ccccc1 (configuration not stated)	9.3	-0.5	-0.1	-10.2	x	-12.3	1.3	11.5
Cc1cc(Br)ccc1NC(=O)CNC(=O)CSc1nccn1C	8.9	-1.1	-1.9	-3.6	x	-1.4	-2.5	-5.2
Cc1ccc(S(=O)(=O)Nc2ccc3cn[nH]c3c2)cc1	16.8	0.1	0.7	-15.1	x	25.4	-4.6	-6.3
O=C(CCS(=O)(=O)Cc1ccccc1)NC1CCCCC1	-0.8	x	2.5	x	x	-2.1	-5.7	-14.3
O=C(C(c1ccccc1)c1ccccc1)N1CCN(CC(O)COc2ccccc2)CC1 (configuration not stated)	1.0	x	1.4	x	-0.6	-5.9	1.1	2.9
CCCCC(=O)NS(=O)(=O)c1ccc(NS(C)(=O)=O)cc1	14.4	-1.8	2.7	-11.1	x	-1.9	2.2	-4.7

As entered above:
CCn1c(-c2cccs2)nc2ccccc21 in PGC1a acetyl inh has 9.6
COc1ccc(S(=O)(=O)Nc2cccc3c2O[C@@H](CN(C)S(=O)(=O)c2ccccc2)[C@@H](C)CN([C@H](C)CO)C3=O)cc1 in PglD DTNB has -0.7
Cc1ccc(S(=O)(=O)Nc2ccc3cn[nH]c3c2)cc1 in Cneo AK release has 0.7

(list continues)
SMILES	PGC1a acetyl inh	ERAP1 HTS inh	Cneo AK release	RAD52 anneal inh	E-sel inducer	miR122 inh	PglD DTNB	RAD54 branch
COC(=O)c1nn(-c2ccccc2)c(Cl)c1/C=N/OC(=O)c1ccc(Cl)c(Cl)c1	3.6	x	1.5	x	x	7.1	-2.8	2.0
CCOc1ccc(S(=O)(=O)NCCC(=O)NNC(=O)c2ccc(F)cc2)cc1	13.7	-0.4	-0.4	-10.5	-0.1	-4.1	-2.4	-5.6
C[C@@H]1CN([C@H](C)CO)C(=O)c2cc(NC(=O)Cc3ccccc3)ccc2O[C@@H](C)CCCCO[C@@H]1CN(C)C(=O)C1CCCCC1	-1.2	0.6	-1.5	-1.6	0.0	23.3[16.7 µM]	-0.4	-5.2
COC(=O)C[C@H]1CC[C@@H]2[C@@H](COc3ccc(NC(=O)c4ccccc4OC)cc3C(=O)N2C)O1	-3.4	x	-2.2	x	0.1	25.0[16.7 µM]	-0.6	0.9
O=C(C[C@@H]1C[C@H]2c3cc(NS(=O)(=O)c4ccccc4)ccc3O[C@H]2[C@H](CO)O1)NC1CCCC1	x	-1.9	22.4	-5.6	-0.8	8.0[16.7 µM]	-1.0	4.1
O=C(O)c1ccc(-c2nc(-c3ccc(Cl)cc3Cl)cs2)cc1	11.3	1.4	-6.4	-1.7	x	15.5	-4.2	-7.9
C[C@H]1CN([C@@H](C)CO)C(=O)Cc2cc(NS(=O)(=O)c3cccs3)ccc2O[C@@H]1CN(C)S(=O)(=O)c1ccc(Cl)cc1	-11.6	3.2	-1.0	15.1	-0.5	-0.2[16.7 µM]	1.0	1.2
Cc1noc(C)c1S(=O)(=O)NCc1ccc(CN(C)C)cc1	-7.3	0.5	1.0	9.8	0.6	3.2	4.1	-19.7
C[C@@H]1CN([C@@H](C)CO)S(=O)(=O)c2ccc(C3=CCCCC3)cc2O[C@@H]1CN(C)C(=O)c1ccc(F)cc1	5.0	1.1	4.3	7.4	1.9	-11.1[16.7 µM]	-3.7	3.1
COc1cc(CN(C)CC2CCCN(CCc3cccc(C(F)(F)F)c3)C2)ccc1O (configuration not stated)	-36.3	-5.4	-1.6	-11.8	x	12.5	-7.8	-0.6
CC(=O)c1c(C(C)=O)c(C)n(-c2nc(-c3ccc(C)c(C)c3)c(C)s2)c1C	-14.3	x	3.1	x	x	0.9	2.4	-4.2
COc1ccc(S(=O)(=O)Nc2ccc3c(c2)CC(=O)N([C@H](C)CO)C[C@@H](C)[C@@H](CN(C)C(=O)Nc2c(C)noc2C)O3)cc1	-10.1	3.2	45.7	-4.9	-0.2	22.6[16.7 µM]	-0.4	8.7
COc1cccc(CNC(=O)CCNS(=O)(=O)c2ccc(Br)s2)c1	4.8	-5.7	-1.5	-12.1	x	-15.4	-2.3	6.9
N#C[C@@H]1[C@H](c2ccccc2)[C@@H](CO)N1S(=O)(=O)c1ccc(F)cc1	-1.4	1.9	-3.5	-2.7	-0.1	x	0.1	8.3
C=CCOC(=O)[C@H]1[C@@H]2C(=O)O[C@@H](c3ccccc3)[C@@H](c3ccccc3)N2[C@@H](c2ccc(OCCOC(=O)[C@@H]3C[C@@H]4C(=O)N[C@@H](CC(C)C)C(=O)N4[C@@H]3c3ccc(O)cc3)cc2)[C@]12C(=O)Nc1ccc(I)cc12	10.9	-1.8	-6.1	-10.4	x	x	0.8	-5.0
O=C(C1CC1)N1CCN(c2ccc([N+](=O)[O-])cc2)CC1	-2.8	5.4	22.5	-2.9	-0.1	2.1	-11.6	2.5
CC1(Cc2ccc3c(c2)OCO3)C(=O)Nc2c(Cl)ccc(Cl)c21 (configuration not stated)	-28.9	-1.8	-2.6	-19.0	0.1	-4.6	4.1	-11.0
O=C(C[C@@H]1C[C@H]2c3cc(NC(=O)C4CCC4)ccc3O[C@H]2[C@@H](CO)O1)NCc1ccccn1	0.2	-2.6	1.0	-15.4	-0.2	5.4[16.7 µM]	-0.3	-3.3
O=C(C[C@@H]1CC[C@@H]2[C@H](COC[C@@H](O)CN2S(=O)(=O)c2cccc(Cl)c2)O1)N1CCCCC1	1.6	-1.9	0.1	4.5	0.2	1.2[16.7 µM]	-1.6	1.3
CCn1c(SCC(=O)c2cc(C)n(C)c2C)nnc1-c1ccccc1	-2.1	x	0.9	x	x	-5.8	-2.0	7.4
O=C(c1ccc(COc2ccccc2)o1)N1CCN(S(=O)(=O)c2ccccc2Cl)CC1	-15.7	-2.4	-2.0	-17.2	x	-5.7	-1.7	-3.1
C[C@@H]1CCCCO[C@H](CN(C)C(=O)CCCN(C)C)[C@@H](C)CN([C@H](C)CO)C(=O)c2cc(NC(=O)Nc3ccc(F)cc3)ccc2O1	5.4	-7.1	-1.3	13.1	0.0	21.1[16.7 µM]	1.2	7.4
Cn1ncc2c1ncn1nc(CCc3ccccc3)nc21	-4.9	10.9	2.8	-5.8	x	-4.7	3.6	-4.0
CC(=O)Oc1ccc(Cl)cc1CN(C(C)=O)C1CCCCC1	4.3	-4.3	-1.0	-13.7	0.3	-4.1	-3.5	-1.1
O=C(C[C@@H]1C[C@H]2c3cc(NC(=O)Nc4ccccc4)ccc3O[C@H]2[C@@H](CO)O1)NCc1cccnc1	-1.4	x	-4.2	x	-0.1	-3.6[16.7 µM]	5.3	1.0

Remaining list, next part:
SMILES	PGC1a acetyl inh	ERAP1 HTS inh	Cneo AK release	RAD52 anneal inh	E-sel inducer	miR122 inh	PglD DTNB	RAD54 branch
O=C1CC(Nc2ccc(N3CCOCC3)cc2)C(=O)N1c1cccc(C(F)(F)F)c1 (configuration not stated)	7.0	x	-1.4	x	x	-10.2	-1.8	4.8
COC(=O)c1[nH]c2ccc(F)cc2c1NC(=O)Nc1ccc(OC)cc1	-0.9	x	2.6	x	x	3.2	1.7	-2.7
C[C@@H]1CN([C@H](C)CO)C(=O)CCCn2nncc2CO[C@H]1CN(C)C(=O)Nc1ccccc1F	7.1	0.7	-1.2	-9.8	0.8	-0.3[16.7 µM]	-2.3	5.2
Cc1cc(Br)cn2c(Cc3cccc(F)c3)c(C3CCCCC3)nc12	-10.4	-5.3	7.9	-18.3	-0.1	6.1	-3.1	-2.3
CCCC(=O)Nc1ccc2c(c1)OC[C@@H](C)N(C(=O)CN(C)C)C[C@@H](C)[C@H](OC)CN(C)C2=O	21.9	x	-1.5	-14.1	-0.3	x	-2.6	0.7
FC(F)(F)Oc1ccc(Nc2nc(N3CCOCC3)nc(N3CCOCC3)n2)cc1	5.0	2.3	0.8	-5.5	-0.8	-5.8	-1.9	-6.5
O=C(CN1CCOCC1)N1CCCCN2[C@H](CO)[C@H](c3ccc(-c4ccccc4F)cc3)[C@@H]2C1	26.3	x	-3.5	-8.6	0.7	-1.2[16.7 µM]	-13.3	0.2

3 of the entries above in order of their number in miR122 inh, smallest number first.
Molecule	miR122 inh
CN(C)c1nc(N)c(C#N)c(C#N)c1C#N	-8.7
CCOC(=O)C1(C)CCN1C(=O)c1cc(-c2ccc(Cl)cc2)oc1C (configuration not stated)	-3.2
O=C(C1CC1)N1CCN(c2ccc([N+](=O)[O-])cc2)CC1	2.1

Bioassay records (PubChem BioAssay)
